Bioassay records from PubChem.
MCL1-BIM inh: disrupts human MCL1 binding to BIM-BH3 peptide; Q07820; GST-MCL1 / FITC-Bim-BH3 fluorescence polarization; inhibition, % at 10.9 µM; actives 0.68% (n = 320,000); AID 2057;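 active = inhibition above the mean inhibition of all tested compounds plus 3 SD, set per campaign, cut at about 40% in these data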;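 note: 0% = DMSO wells and 100% = unlabeled Bim-BH3 peptide control; higher means more loss of mP so more displacement of Bim peptide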
Target sequence (Q07820 whole entry, looked up): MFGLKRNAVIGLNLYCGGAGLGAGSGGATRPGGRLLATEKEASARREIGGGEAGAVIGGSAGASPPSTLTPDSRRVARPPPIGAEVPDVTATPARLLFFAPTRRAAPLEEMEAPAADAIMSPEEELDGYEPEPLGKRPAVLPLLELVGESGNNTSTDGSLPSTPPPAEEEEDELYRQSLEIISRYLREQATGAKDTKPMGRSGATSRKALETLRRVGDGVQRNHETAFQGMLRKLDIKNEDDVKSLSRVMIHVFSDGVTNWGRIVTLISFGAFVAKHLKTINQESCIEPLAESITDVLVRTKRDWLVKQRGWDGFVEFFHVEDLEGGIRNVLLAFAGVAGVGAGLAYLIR
MEX-5 binding: C. elegans MEX-5 TCR-2 RNA binding activity; Q9XUB2; MEX-5/FITC-TCR2 RNA binding, fluorescence polarization; stronger effect = lower value; activity score (negative = inhibition of binding), % at 10 µM; actives 0.38% (n = 300,000); AID 1832;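 active = inhibition past about -25% in most replicates, and total fluorescence under double the plate's negative control median, limit read from the data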;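 note: 0% = DMSO and -100% = 5 µM competing unlabeled TCR2 RNA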
Efflux pump mplx: antifungal efflux pump inhibition, Nile Red retention. S. cerevisiae Candida pump triplex. inhibition, % at 10 µM. actives 0.44% (n = 330,000);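 active = plate passing quality check with inhibition over a set limit, or well fluorescence over plate mean plus 4 SD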;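 note: Nile Red retained in pooled yeast measured as flow cytometry median fluorescence; 0% = buffer negative control and 100% = Enniatin B positive control; higher means more Nile Red kept so more efflux inhibition; some compounds called inactive have numbers as strong as hits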
CR mimetic SO: caloric restriction mimetics inhibiting age-related superoxide in yeast; S. cerevisiae aged cells, superoxide DHE fluorescence; stronger effect = lower value; superoxide response (% of plate mean), % at 10 µM; actives 0.18% (n = 330,000);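 active = superoxide response under a set limit, about three screen SD below normal, cut at about 65% in these data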;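 note: yeast aged for seven days with compound at 30 °C before DHE staining; 100% = average MFI of all compound-treated wells on the plate with controls excluded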
ZTA DNA inh: ZTA (EBV) inhibition in EBNA-1 counter-screen. P03206. ZTA-DNA binding, fluorescence polarization. inhibition, % at 11 µM. actives 0.15% (n = 320,000). AID 2234; in the data active = inhibition above about 33%
Target sequence (P03206 whole entry, looked up): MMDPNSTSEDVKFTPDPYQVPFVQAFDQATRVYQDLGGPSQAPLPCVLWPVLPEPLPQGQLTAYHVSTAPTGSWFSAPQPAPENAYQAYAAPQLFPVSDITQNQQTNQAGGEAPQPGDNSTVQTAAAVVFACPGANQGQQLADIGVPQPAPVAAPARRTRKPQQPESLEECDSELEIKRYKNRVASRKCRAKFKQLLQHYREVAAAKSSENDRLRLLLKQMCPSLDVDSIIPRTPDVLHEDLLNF
EBNA-1 inhibitor: blocks EBNA-1 binding to DNA; EBNA-1 DNA binding, fluorescence polarization; inhibition, % at 14.8 µM; actives 0.34% (n = 300,000); in the data active = inhibition above about 28%
Fam108B inh: blocks mouse Fam108B hydrolase in RBBP9 counter-screen; inhibition, % at 9.51 µM; actives 0.33% (n = 300,000); recombinant Fam108B, FP-Rh probe fluorescence polarization;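 active = inhibition above the screen mean inhibition plus 3 SD, computed separately per campaign, cut at about 18% in these data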;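 note: inhibitors lower polarization as less probe binds the enzyme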
GLD-1 TGE inh: GLD-1-TGE RNA interaction inhibition (C. elegans); purified GLD-1 + fluorescein TGE RNA, fluorescence polarization; actives 0.44% (n = 320,000); inhibition, % at 5.96 µM; Q17339;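 active = percent inhibition above a per-plate cutoff, the plate mean of test compounds plus 3 SD, cut at about 30% in these data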;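 note: 0% = DMSO wells with GLD-1 and probe and 100% = wells lacking GLD-1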
Bcl-xL primary: blocks human Bcl-xL binding to Bim BH3 peptide | GST-Bcl-xL / FITC-Bim BH3 peptide fluorescence polarization | inhibition, % at 10.9 µM | actives 0.7% (n = 320,000) | AID 2129;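 active = inhibition above the mean of all tested compounds plus 3 SD, cutoff set per campaign, cut at about 30% in these data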;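 note: 0% = DMSO wells and 100% = unlabeled Bim-BH3 peptide competitor; inhibitors lower millipolarization by displacing the labeled peptide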
Target sequence (Q07817 whole entry, looked up): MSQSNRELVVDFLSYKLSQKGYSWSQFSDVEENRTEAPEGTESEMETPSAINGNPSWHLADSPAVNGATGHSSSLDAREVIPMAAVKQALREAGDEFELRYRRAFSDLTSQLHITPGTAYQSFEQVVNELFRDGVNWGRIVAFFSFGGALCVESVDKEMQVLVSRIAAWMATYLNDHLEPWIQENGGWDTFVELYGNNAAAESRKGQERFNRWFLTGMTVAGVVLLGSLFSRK
* = called active by the depositor; · = not tested or not shown.

SMILES	Fam108B inh	Bcl-xL primary	CR mimetic SO	MCL1-BIM inh	GLD-1 TGE inh	Efflux pump mplx	MEX-5 binding	ZTA DNA inh	EBNA-1 inhibitor
CCOC(=O)c1cnn(-c2ccccc2)c1-c1ccccc1	1.0	3.6	96.8	8.5	5.0	-0.1	-0.5	2.5	4.9
O=c1[nH]cnc2ccc([N+](=O)[O-])cc12	1.7	4.8	111.9	7.3	-0.1	-0.1	-2.5	-10.5	-4.8
O=C(c1ccccc1)N1CC(COc2ccccc2)OC(c2ccco2)O1 (configuration not stated)	-0.3	0.3	96.8	0.2	-1.1	0.1	-2.1	0.9	-2.6
NS(=O)(=O)c1ccc(NC(=S)NC2CCCC2)cc1	4.2	4.0	100.2	-4.2	0.1	0.0	-0.2	-1.9	6.3
O=C(OC(c1ccc(NS(=O)(=O)c2ccccc2)cc1)(C(F)(F)F)C(F)(F)F)c1ccccc1	-6.8	9.6	91.5	4.7	11.3	-0.2	·	-7.5	-3.4
CCC(C)(C)n1nnnc1C(c1ccc(F)cc1)N1CCN(C(=O)c2ccco2)CC1 (configuration not stated)	6.8	6.9	103.0	0.6	3.1	-0.1	0.2	9.6	-10.1
Cc1c(NC(=O)/C(C#N)=C/C2CC=CCC2)c(=O)n(-c2ccccc2)n1C (configuration not stated)	-6.6	4.5	97.3	2.9	-2.4	-0.1	-1.7	-4.8	-19.7
COc1ccc(-c2n[nH]c3c2C(c2ccc(OC)c(OC)c2)N(c2ccccc2)C3=O)cc1 (configuration not stated)	-5.2	0.4	99.2	-3.2	3.8	-0.1	2.0	8.6	3.1
Cc1ccc(/C=C/C(=O)Nc2ccc([N+](=O)[O-])c(NC(=O)/C=C/c3ccc(C)o3)c2)o1	-17.2	8.4	87.7	6.3	1.5	0.3	1.6	18.1	10.7
Cc1noc(C)c1COC(=O)c1ccc2c(c1)S(=O)(=O)c1ccccc1C2=O	-1.6	1.4	98.8	7.1	4.5	0.2	1.7	-1.4	-6.0
COc1ccc(N(C(=O)CNC(=O)c2ccco2)C(C(=O)NC2CCCC2)c2ccco2)cc1 (configuration not stated)	1.4	3.4	106.7	-7.3	4.7	0.4	-1.9	-4.8	-5.4
Cc1ccc(N(C(=O)c2snc(C(N)=O)c2N)C(CC(C)C)C(=O)NC2CCCC2)cc1 (configuration not stated)	-3.6	3.0	90.2	-5.4	10.7	0.0	0.5	-19.0	3.9

SMILES	Fam108B inh	Bcl-xL primary	CR mimetic SO	MCL1-BIM inh	GLD-1 TGE inh	Efflux pump mplx	MEX-5 binding	ZTA DNA inh	EBNA-1 inhibitor
CCOc1ccccc1C(=O)OCC(=O)Nc1ncc(C(F)(F)F)cc1Cl	0.9	4.9	109.7	4.9	5.6	0.2	4.0	-5.9	-8.9
COc1ccc(Oc2ccc(/C=C/C(=O)c3ccc(O)cc3)cc2[N+](=O)[O-])cc1	-31.1	6.2	77.3	-0.1	-1.1	0.0	-0.8	4.0	2.1
COc1ccc(-c2csc(N(CCCN(C)C)C(=O)c3ccc(C(C)(C)C)cc3)n2)cc1	-1.2	-0.7	97.3	4.5	6.3	0.2	3.3	24.8	1.4
CNc1cc(=O)n(C)c(=O)n1-c1ccccc1	-5.7	-7.3	119.4	-2.5	-2.2	0.0	2.7	-6.3	-18.0
Cc1cccc(NC(=O)CSc2nsc(SCC(=O)Nc3cccc(C)c3)c2C#N)c1	-26.4	-3.7	111.0	-4.1	-4.5	-0.1	4.0	1.6	19.3
Cc1ccc(NC(=O)Cc2ccc(-n3cccc3)cc2)c(C)c1	1.4	-1.5	94.7	-0.7	-2.1	0.2	-0.6	-4.1	-13.7
CC(NC(=O)C(Cc1ccccc1)N1C(=O)C2C3CCC(C3)C2C1=O)c1ccccc1 (configuration not stated)	-1.0	1.5	100.7	-0.9	3.3	0.0	-1.4	-9.3	0.3
Cc1ccccc1Cn1c(=O)n(C)c(=O)c2sccc21	1.7	5.6	91.1	4.2	6.1	-0.1	-3.1	-21.1	6.2
C/C(CC(=O)Nc1ccc([N+](=O)[O-])cc1)=N/NC(=O)C1CC12CCC2 (configuration not stated)	0.8	-5.0	107.8	-3.9	1.6	-0.2	-0.1	-12.2	-15.2
COc1ccc(NC(=O)CN2C(=O)C(C)SC(C)C2=O)cc1 (configuration not stated)	-0.3	1.6	107.2	0.5	9.8	0.2	1.1	-15.6	-6.9
C=CCn1c(SCC(=O)Nc2nnc(C)s2)nnc1-c1cccnc1	3.2	4.6	104.0	0.4	6.6	-0.2	-0.2	10.4	6.8
Cc1cccc(C(=O)N[C@H](C(=O)OCC(=O)NC(=O)c2cccn2C)C(C)C)c1	-2.6	4.8	102.7	2.4	6.7	-0.1	-1.0	11.6	-3.2

SMILES	Fam108B inh	Bcl-xL primary	CR mimetic SO	MCL1-BIM inh	GLD-1 TGE inh	Efflux pump mplx	MEX-5 binding	ZTA DNA inh	EBNA-1 inhibitor
COc1cc(Br)cc2cc(C(=O)N3CCN(c4ccccn4)CC3)c(=O)oc12	4.6	7.6	96.9	6.8	5.8	-0.2	2.1	22.6	5.2
Cc1ccc(NC(=O)c2ccc(CNS(=O)(=O)c3cccc(C(F)(F)F)c3)cc2)cc1	-1.8	3.9	98.6	-2.6	6.1	0.2	-1.2	-3.5	-8.3
COc1ccc(CCN2C(=O)C3C4C=CC(C5CC45)C3C2=O)cc1OC (configuration not stated)	0.7	3.2	105.8	-2.5	-4.7	-0.2	-6.4	-5.9	-20.8
Cc1cccc(C)c1NC(=O)CN(C)C(=O)c1ccc2nc[nH]c2c1	3.6	10.4	96.6	10.6	7.0	0.0	-4.2	12.6	1.1
O=c1[nH]ncc(N2CCCCCC2)c1Cl	1.7	-3.3	101.9	1.1	4.5	0.2	-0.4	-0.9	-10.6
CC(=O)N=C1SC2CS(=O)(=O)CC2N1c1c(Cl)cccc1Cl (configuration not stated)	-0.7	4.4	98.1	3.8	-0.6	0.0	0.2	8.1	-6.7
COc1cc(-c2nnc(SCC(=O)Nc3ccc4c(c3)OCCO4)o2)cc(OC)c1OC	2.3	0.3	126.1	-10.8	3.9	0.0	-2.9	9.4	6.4
CC1(CCc2ccc3c(c2)OCO3)NCCc2c1[nH]c1ccccc21 (configuration not stated)	0.8	2.8	104.4	3.1	-2.8	0.1	-1.0	-3.3	-3.0
CC(=O)c1cc(C(=O)N2CCCC(C(=O)c3ccc(Cl)cc3)C2)cs1 (configuration not stated)	1.2	2.5	102.3	-1.4	0.5	0.1	0.4	3.5	4.2
CCOc1ccc(CCNC(=O)COC(=O)c2ccc(Cl)nc2)cc1OCC	1.9	1.7	93.4	-8.2	-10.2	0.0	-0.9	6.0	1.5
COc1ccccc1/C=C/C(=O)Nc1cccc(C(C)=O)c1	-4.3	6.6	131.3	-2.8	-0.2	0.2	1.6	8.7	-4.3
CCN(C(=O)Cc1c(C(=O)O)n(CC)c2ccccc12)c1ccccc1C	-3.4	1.2	114.5	2.8	-10.5	0.0	0.9	5.6	-2.8

One compound at a time (already shown). Order of screens: Fam108B inh	Bcl-xL primary	CR mimetic SO	MCL1-BIM inh	GLD-1 TGE inh	Efflux pump mplx	MEX-5 binding	ZTA DNA inh	EBNA-1 inhibitor
Listed for COc1cc(-c2nnc(SCC(=O)Nc3ccc4c(c3)OCCO4)o2)cc(OC)c1OC → 2.3	0.3	126.1	-10.8	3.9	0.0	-2.9	9.4	6.4
Listed for COc1ccc(CCN2C(=O)C3C4C=CC(C5CC45)C3C2=O)cc1OC (configuration not stated) → 0.7	3.2	105.8	-2.5	-4.7	-0.2	-6.4	-5.9	-20.8
Listed for CCN(C(=O)Cc1c(C(=O)O)n(CC)c2ccccc12)c1ccccc1C → -3.4	1.2	114.5	2.8	-10.5	0.0	0.9	5.6	-2.8

(next part)
SMILES	Fam108B inh	Bcl-xL primary	CR mimetic SO	MCL1-BIM inh	GLD-1 TGE inh	Efflux pump mplx	MEX-5 binding	ZTA DNA inh	EBNA-1 inhibitor
CCOc1ccc(/C=C(/NC(=O)c2ccccc2Cl)C(=O)O)cc1	-0.7	9.3	89.4	2.6	-6.6	0.1	-0.1	-2.7	8.5
C=CCn1c(SCC(=O)NCc2cccs2)nnc1C1CCCCC1	-4.2	-0.8	102.9	-4.4	1.5	0.1	1.8	4.9	-4.2
CC(C)CC(=O)NC(NC(=S)Nc1ccccc1)C(Cl)(Cl)Cl (configuration not stated)	-4.0	0.9	102.6	0.5	4.3	0.1	·	9.8	7.1
CCOc1ccc(/C=C(\C(=O)O)c2ccc(S(=O)(=O)N3CCOCC3)s2)cc1OC	1.7	2.9	86.5	3.0	5.4	0.0	-1.6	4.7	9.3
COc1ccc(CC(=O)Nc2cc(=O)n(C)c(=O)n2C)cc1	3.4	0.8	93.0	-0.6	5.4	0.2	0.2	-0.9	5.2
CCC(C)NC(=O)COc1ccc(Br)c(C)c1 (configuration not stated)	1.8	2.1	104.8	2.7	4.9	0.0	0.6	1.9	4.4
COCCCn1c(=O)c2sccc2n(Cc2cccc(F)c2)c1=O	0.6	3.7	95.4	5.5	3.2	0.1	0.7	2.8	-2.8
CC(=O)c1cccc(NC(=O)c2ccc(S(=O)(=O)N3CCCC3)cc2)c1	-2.4	1.1	94.5	3.4	4.9	0.1	2.8	5.7	0.2
COC(=O)CSc1ccc2c(N)c(C(=O)OC)sc2c1	3.0	-4.6	106.3	-2.3	-2.6	0.0	0.4	0.3	-15.8
O=C(CSc1ncn[nH]1)Nc1ccnc2ccccc12	4.9	7.4	102.2	5.6	1.4	0.0	-1.3	3.5	7.8
CCCCOc1ccc(S(=O)(=O)N2CCN(C)CC2)cc1	-4.7	2.9	102.8	-8.0	3.9	0.0	·	-4.5	-1.0
CC1Sc2ccc(S(=O)(=O)CCC(=O)Nc3cc(F)ccc3F)cc2NC1=O (configuration not stated)	-1.1	3.3	112.2	2.6	0.2	-0.1	1.8	11.9	7.7
Cc1cc(C)c(S(=O)(=O)N(CC(=O)N2CCOCC2)C2CCCCC2)c(C)c1	-3.6	2.4	107.7	-1.8	9.4	0.1	2.7	-0.3	-12.7
COc1ccc(C(O)(c2ccccc2OC)C(CN2CCOCC2)c2ccccc2)cc1 (configuration not stated)	-0.3	1.8	104.1	-4.6	5.3	-0.2	0.8	10.1	-0.6
O=C(Nc1nncs1)c1cccc(S(=O)(=O)N2CCCC2)c1	-1.4	1.2	105.7	11.5	-1.3	0.1	-0.9	3.9	-3.0

Rows were taken by chance, and some 2.3% of all compounds hit somewhere here.
